Assay outcomes: PubChem BioAssay, National Center for Advancing Translational Sciences (NCATS)
Tb PGK inh: blocks T. brucei phosphoglycerate kinase | P07378 | 380,000 tested, 0.043% active | AID 602233 | Potency, µM (doses to about 57.5 µM), for inactives: at the top dose activity change, negative = inhibition, most hits filed as inhibitors | PGK/GAPDH coupled, Kinase-Glo luminescence, 60 min; also: % is scaled to controls: 0 for no effect and ±100 for the full control effect; nearly all actives have a fitted effect of over 60% in size
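Luminescent ATP detection (Kinase-Glo Plus) follows a 60-minute room-temperature incubation, with wells lacking PGK as controls. Buffer: 100 mM TEA (pH 7.6), 5 mM MgCl2, 0.01% Tween-20. Coupling enzyme GAPDH (100 nM final) supplies unstable 1,3-BPG in-well.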
rTrxR1 inhibitor: inhibitors of rat thioredoxin reductase 1; O89049; recombinant rTrxR1, NADPH fluorescence consumption, selenite substrate; Potency, µM (doses to about 114 µM), for inactives: at the highest dose activity change, negative = inhibition, usual class: inhibitors; 390,000 tested, 1% active; AID 588453; also: % is scaled to controls: 0 for no effect and ±100 for the full control effect; nearly all actives have a fitted effect of over 65% in size
Target sequence (O89049 whole entry, looked up): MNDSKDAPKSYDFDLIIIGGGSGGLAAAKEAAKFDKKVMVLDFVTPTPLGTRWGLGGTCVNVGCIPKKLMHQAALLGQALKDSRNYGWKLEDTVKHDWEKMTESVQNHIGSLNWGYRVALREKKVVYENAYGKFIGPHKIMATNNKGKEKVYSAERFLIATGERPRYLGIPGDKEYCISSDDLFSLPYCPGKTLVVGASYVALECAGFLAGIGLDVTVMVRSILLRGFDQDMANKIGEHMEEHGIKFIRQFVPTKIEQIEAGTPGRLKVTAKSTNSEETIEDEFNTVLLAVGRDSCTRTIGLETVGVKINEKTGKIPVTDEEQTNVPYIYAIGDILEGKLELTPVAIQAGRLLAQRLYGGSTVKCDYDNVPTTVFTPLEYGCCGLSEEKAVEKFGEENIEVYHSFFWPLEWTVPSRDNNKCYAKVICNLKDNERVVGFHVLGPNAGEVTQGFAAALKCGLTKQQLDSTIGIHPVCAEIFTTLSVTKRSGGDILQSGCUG
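Rat TrxR1 (90 nM in the dispensed reagent) was pre-reduced with 400 uM NADPH for 5 min at room temperature, then incubated with compound for 15 min. After 400 uM selenite was added, NADPH fluorescence (Ex 340/Em 450 nm) was followed for 8 min.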
JMJD2A Tudor inh: JMJD2A Tudor domain (human) inhibition; O75164; AlphaScreen JMJD2A-Tudor / H3K4me3 peptide binding; Potency, µM (series often up to 114 µM), for inactives: at the highest dose activity change, negative = inhibition, actives largely listed as inhibitors; 390,000 tested, 4.4% active; also: % is scaled to controls: 0 for no effect and ±100 for the full control effect; nearly all actives have a fitted effect of over 50% in size
GLS inh: blocks human kidney-isoform glutaminase activity; 410,000 tested, 0.21% active; GLS enzymatic activity, qHTS titration; O94925; AID 624170; Potency, µM (highest dose often 45.5 µM), without a hit: top-dose activity change, negative = inhibition, actives largely listed as inhibitors; also: % is scaled to controls: 0 for no effect and ±100 for the full control effect
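hKGA in 45 mM KH2PO4 (pH 8.2), 0.02% Tween-20 with compound, then 1mM L-Glutamine (stock as added) plus glutamate oxidase/HRP/Amplex red coupling mix. Fluorescence read initially and after 30 min at RT; signal change reflects glutamate formation.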
RGS4 inhibitor: inhibitors of human regulator of G protein signaling 4; 390,000 tested, 0.039% active; Potency, µM (highest dose often 114 µM), without a hit: top-dose activity change, negative = inhibition, usual class: inhibitors; P49798; Transcreener GDP fluorescence polarization, RGS4-accelerated GTP hydrolysis; also: % is scaled to controls: 0 for no effect and ±100 for the full control effect; nearly all actives have a fitted effect of over 75% in size; some results filed as inactive show a strong effect at the top dose
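MLSMR compounds (23 nl, pin-transferred) preincubated 10 min at room temperature with a 500nM (2x) first reagent, then RGS4 at 900nM (2x) plus Transcreener GDP mix added; fluorescence polarization (620/688 nm) read before and after 90 min at 30 °C.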
Pin1 inh: inhibitors of human Pin1 | Q13526 | Pin1 FP peptide displacement, HiFluor488, 10 min | Potency, µM (series often up to 115 µM), without a hit: at the top dose activity, negative = inhibition, usual class: inhibitors | 390,000 tested, 0.009% active; active = well fitted inhibition curve with a large enough effect in the polarisation, with a control signal flat, not every such curve was filed as active; inconclusive = small, poorly fitted or top-dose-only effect, or effect the other way, or a change in a side signal; inactive = no such curve, though single readings can be large or run the other way; the % refers to the polarisation; also: % is scaled to controls: 0 for no effect and ±100 for the full control effect
Target sequence (Q13526 whole entry, looked up): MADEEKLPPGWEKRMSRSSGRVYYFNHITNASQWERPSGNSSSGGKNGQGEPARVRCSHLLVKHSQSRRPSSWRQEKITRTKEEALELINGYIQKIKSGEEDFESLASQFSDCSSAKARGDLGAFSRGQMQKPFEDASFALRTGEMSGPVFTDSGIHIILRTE
ERG-DNA inh: ERG Ets/DNA interaction inhibition | AID 624246 | fluorescence polarization, His-ERG Ets domain / labelled DNA | P11308 | 370,000 tested, 0.028% active | Potency, µM (top dose mostly 76.9 µM), for the others: at the top dose FP activity, negative = inhibition, usual class: inhibitors; active = well fitted inhibition curve with a large enough effect in the polarisation, with a control signal flat; inconclusive = small, poorly fitted or top-dose-only effect, or effect the other way, or a change in a side signal; inactive = no such curve, though single readings can be large or run the other way; the % refers to the polarisation;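 also: polarization taken with two DNA probes labelled with fluorescein and Texas red; % of control where 0% means no effect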
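His-tagged ERG Ets domain (1 uM in the protein solution; 300mM KCl, 50mM Tris-HCl, 1mM EDTA, 1mM DTT, pH 7.5) received compound, then a probe mix of 5 nM fluorescein-DNA and 100nM Texas-615-DNA. Fluorescence polarization was read for both dyes.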
12-LOX inh: inhibitors of human 12S-lipoxygenase ALOX12; 580,000 tested, 1.1% active; Potency, µM (doses to about 108 µM), without a hit: top-dose activity change, negative = inhibition, usual class: inhibitors; purified 12hLO, xylenol orange hydroperoxide absorbance; also: % is scaled to controls: 0 for no effect and ±100 for the full control effect
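Purified human 12hLO at 150 nM in 25 mM Hepes, 0.01% Triton X-100, pH 7.0, preincubated 15 min at room temperature with compound. Reaction started with 40 uM arachidonic acid, 30 min at room temperature. Hydroperoxide measured by Fe-xylenol orange, 573/405 nm absorbance ratio.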
HP1b chromo inh: inhibitors of HP1-beta chromodomain binding to methylated histone tails | AlphaScreen HP1-beta / biotin-H3K9me3 peptide binding | Potency, µM (titrated, usually from 114 µM), for inactives: at the highest dose activity change, negative = inhibition, most hits filed as inhibitors | 390,000 tested, 0.56% active; also: nearly all actives have a fitted effect of over 70% in size; inactives centre near 23
Target sequence (P83916 whole entry, looked up): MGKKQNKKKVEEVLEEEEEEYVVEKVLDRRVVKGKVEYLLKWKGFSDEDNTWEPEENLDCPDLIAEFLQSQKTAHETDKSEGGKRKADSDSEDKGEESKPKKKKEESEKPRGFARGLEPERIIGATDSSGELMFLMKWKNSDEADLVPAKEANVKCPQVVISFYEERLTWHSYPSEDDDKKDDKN
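Compound inhibition of the preformed complex between 50 nM HP1-beta and 50 nM biotinylated H3K9me3 peptide was read by AlphaScreen. Buffer was PBS pH 7.4 with 0.01% Tween-20. Incubations ran 30 min at room temperature, with 10 ug/mL donor/acceptor beads.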
* = called active by the depositor; i = inactive; ? = inconclusive; nt = not tested or not shown; [ ] = dose if it differs, or a comment. Unless noted, calls follow the shape of the dose curve; as a rule, active = well fitted curve in the direction sought with a large enough effect; inconclusive = small, poorly fitted or top-dose-only effect, or another doubt; inactive = no such curve, though single readings can be large; an effect the other way counts as inactive or inconclusive. Potency is read from the fitted curve at half-maximal effect.

SMILES,Tb PGK inh,rTrxR1 inhibitor,JMJD2A Tudor inh,GLS inh,RGS4 inhibitor,Pin1 inh,ERG-DNA inh,12-LOX inh,HP1b chromo inh
Cc1cc(NC(=O)CCC(=O)N(c2ccccc2)C(C(=O)NC2CCCC2)c2ccccc2F)no1 (centres undefined),i,17%,0%,0%,-37%,-2%,4%,-13%,38%
O=C(Nc1ccccc1)c1ccc(S(=O)(=O)N2CCCC2)cc1,2%,-11%,-2%,0%,12%,-2%,0%,26%,32%
O=C(NCCc1ccccn1)c1cccc(S(=O)(=O)N2CCCCCC2)c1,1%,14%,-2%,3%,5%,-7%,5%,3%,17%
CCOC(=O)C1CCN(S(=O)(=O)c2cnc[nH]2)CC1,i,3%,-14%,-7%,-29%,-2%,6%,27%,32%[activator]
COc1ccc2c(=O)c3c(=O)n(Cc4ccco4)c(-c4ccc(C)cc4)nc3oc2c1,-5%,?,89µM*,9%,?,?,-9%,?,9%
Cc1ccnc(NC(=O)C2(c3cccs3)CCOCC2)c1,0%,-10%,-16%,13%,16%,2%,3%,-21%,13%
CCOC(=O)Cc1csc(NC(=O)/C=C/c2ccc(Cl)cc2)n1,-3%,16%[57.1 µM],-12%,13%,18%[56.9 µM],0%,2%,-4%,40%[activator]
Cc1nc2cc(NC(=O)c3ccc(S(=O)(=O)N(C)c4ccccc4)cc3)ccc2o1,1%,19%,-23%,3%,12%,-2%,-11%,?,-5%
CCCCn1c(CN(C)Cc2ccccc2)nc2c1c(=O)n(C)c(=O)n2C,4%,22%,-14%,0%,2%,-2%,1%,-8%,24%
Clc1ccc(COn2c(-c3ccc(Cl)cc3)nc3ccccc32)cc1,0%,2%[57.1 µM],41%[activator],-1%,7%,3%,-2%,-28%,88%
O=C1c2ccc(Oc3ccc4c(c3)C(=O)N(CCCO)C4=O)cc2C(=O)N1CCCO,7%,11%[57.1 µM],-19%,-1%,-22%,-5%,-6%,?,11%
CCCOc1ccc(/C=C/C(=O)Nc2ccc([N+](=O)[O-])cc2C)cc1,-3%,-4%,-6%[11.4 µM],-8%,-7%[11.4 µM],2%,7%,0%[57.4 µM],-6%
CCOc1ccc(-n2c(Cc3cc(=O)[nH]c(=O)[nH]3)nnc2SCC(N)=O)cc1,-2%,-14%[57.1 µM],0%,0%,27%,-22%,1%,-4%,27%
O=C(Cc1ccccc1)Nc1ccc(NC(=O)c2ccc(Br)cc2)cc1,i,17%,-7%,-8%,-8%,-3%,-20%,-1%,43%
Cc1cc(NC(=O)CSc2nnc(NC(=O)C3CC(=O)N(c4ccccc4C)C3)s2)no1 (centres undefined),-6%,4%,2%,-3%,-10%,22%,1%,-12%,38%
Cc1ccc(Nc2nc3nonc3[nH]c2=O)cc1Cl,-1%,13%[57.1 µM],-21%,0%,-16%,-1%,3%,?,21%
Cc1ccccc1NC(=O)CSc1nnc(C)c2ccccc12,5%,17%[57.1 µM],9%,-24%,-5%,-4%,6%,-7%,22%
CCc1ccc(NC(=O)CCn2c(-c3ccc(OC)cc3)cc(C(C)=O)c2C)cc1,-2%,12%[57.1 µM],-21%,3%,-7%,10%,7%,-10%,31%
CC(=O)NS(=O)(=O)c1ccc(N=NN2CCCCCC2)cc1,6%,17%[57.1 µM],0%[11.4 µM],9%,?,1%,10%,-4%,29%
Cc1cccc(N2C(=O)CSC23C(=O)N(CC(=O)NCCc2ccccc2)c2ccccc23)c1 (centres undefined),i,5%,-10%,-18%,2%,4%,-1%,-18%,-1%
COc1ccccc1NC(=O)C1CCCN(S(=O)(=O)c2ccc(-n3cnnn3)cc2)C1 (centres undefined),4%,22%,-10%,6%,18%,-4%,-2%,-2%,0%
Cc1ccc(N2CCN(S(=O)(=O)c3cccc4ccccc34)CC2)cc1Cl,-1%,15%,-22%,-2%,10%,26%,-6%,-8%,40%[activator]
CC1=C(c2ccc(C)cc2)[N+](=O)C(C)(C)N1[O-],i,11%,3%,-15%,-9%,-3%,6%,-4%,54%[activator]
CCCNS(=O)(=O)/C=C/c1ccccc1,0%,27%[57.1 µM],-16%,0%,29%,-4%,0%,-4%,46%[activator]
CC(NC(=O)c1cccs1)c1ccc(Cl)cc1 (centres undefined),2%,1%,-5%,13%,3%,-1%,5%,20%,6%
O=C(Cn1nnc(-c2ccccc2Cl)n1)Nc1cccc(S(=O)(=O)N2CCCC2)c1,-9%,9%[2.29 µM],-23%,0%,-9%,1%,5%,-22%,23%[57 µM]
COc1cc2c(c(NC(C)=O)c1)N(C(C)=O)CCC2,-11%,3%[57.1 µM],-5%,-11%,-17%,-2%,-5%,4%,23%
Cc1cc(=O)[nH]c(=S)n1-c1ccccc1,2%,-8%,?,1%,-18%,-4%,nt,?,38%
CCOC(=O)C1CCN(c2ccc(C(N)=O)cc2[N+](=O)[O-])CC1,-2%,-1%[57.1 µM],-21%,8%,15%,-15%,1%,3%,0%
O=Cc1cccn1-c1sc2c(c1C(=O)O)CCCC2,0%,-2%,-6%,1%,8%,7%,5%,-32%,22%
Cc1ccc(NCC(=O)N/N=C\c2cccc(O)c2)cc1,-4%,5%,-33%,28%,-2%,2%,-23%,?,10%
CNS(=O)(=O)c1cn(CC(=O)N2CCN(c3cccc(Cl)c3)CC2)cc1S(=O)(=O)NC,i,17%,-21%,-1%,18%,-9%,2%,-35%,5%
CCCCCc1ccc(CC(=O)O)cc1,-7%,-7%,-1%,-5%,-15%,23%,0%,19%,45%[activator]
Cc1cc(C)cc(OCC(=O)OCC(=O)c2cc(C)n(C3CC3)c2C)c1,1%,-4%,-16%,4%,-33%,-1%,2%,459%[activator],1%
CCOC(=O)c1cnc2ccc(OC)cc2c1Nc1ccc(N2CCN(C)CC2)cc1,2%,5%,32µM*,13µM*,-12%,?,?,?,-32%[57 µM]
O=C(NNC(=O)c1cccc2ccccc12)c1ccc2c(c1)OCO2,-4%,6%[57.1 µM],5%,-4%,-6%,-2%,7%,128%[activator],18%
COc1cccc(CNC(=O)Cn2ncn3nc(-c4cccs4)cc3c2=O)c1,-5%,14%,-17%,2%,-7%,38%[activator],-7%,7%,15%
COCc1nnc(NC(=O)c2cc(OC)c(OC)c(OC)c2)s1,i,1%,9%,10%,-21%,11%,3%,-11%,31%
O=C(Nc1cccc(Cl)c1)c1ccccc1NC(=O)C1CCCCC1C(=O)O (centres undefined),-6%,15%[57.1 µM],-5%,-17%,9%,-6%,2%,0%,44%
CN(CC(=O)Nc1ccccc1C(=O)NC1CC1)Cc1ccc(N(C)C)cc1,-1%,0%,?,28%,-32%,-2%,-1%,-5%,10%
COC(=O)c1c(N)sc(C(=O)N2CCOCC2)c1C,-5%,6%,-7%,22%,12%,2%,6%,380%[activator],15%
CC(C)(Oc1ccc(Cl)cc1)C(=O)Nc1c2c(nn1C(C)(C)C)CS(=O)(=O)C2,-8%,14%,-11%,-3%,-4%,-5%,-9%,12%,41%[activator]
Cc1cc(Oc2ccc(N)cn2)cc(C)c1Cl,0%,5%,?,22%,-3%,-1%,7%,0%,-7%
Cn1c(CNC(=O)Cc2ccc3c(c2)OCO3)nnc1SCc1ccccc1,-1%,-4%,-8%,9%,-13%,-4%,5%,26%[57.4 µM],55%[activator]
COc1cccc2[nH]c3c(N4CCCCC4)ncnc3c12,i,22%[57.1 µM],-3%,-7%,-13%,-13%,2%,-28%,?
CC(C)C(=O)NC(c1ccccc1Cl)c1c(O)ccc2ccccc12 (centres undefined),0%,5%,-3%,6%,23%,3%,2%,-28%,14%
O=C(O)c1cc(-c2ccc3ccccc3n2)nc2ccccc12,-3%,9%,3%,0%,-3%,-1%,0%,9%,18%[57 µM]
CC(C)c1cccc(C(C)C)c1OC(=O)[C@H]1OC(C(C)(C)C)=C[C@@H]1c1ccccc1,-1%,28%,20%,12%,-12%,-4%,4%,2%,46%[activator]
Cc1[nH]c(C)c(S(=O)(=O)N2CCCCC2)c1C(=O)N1CCCC1,-2%,26%,-7%,-2%,-16%[56.9 µM],-4%,-11%,19%,78%[activator]
Cc1ccc(-n2c(SCC(=O)N3CCCc4ccccc43)nc3c([nH]c4ccccc43)c2=O)cc1,-3%,8%[57.1 µM],-19%,3%,-28%,0%,2%,-22%,21%[57 µM]
Cc1cc(-c2ccc(C(C)C)c(S(=O)(=O)N3CCOc4ccccc43)c2)on1,-2%,18%,-9%,-11%,-3%,3%,3%,-8%,57%[activator]
Cc1cc(C)c(S(=O)(=O)Nc2ccc(O)c(Sc3ncn[nH]3)c2)cc1C,-1%,4%[57.1 µM],-9%,3%,-23%,5%,3%,126%[activator],39%
ONC(=Nc1ccc(Cl)cc1)c1ccc(Cl)cc1,-10%,8%,-28%,-12%,-23%,-9%,6%,?,6%
CCc1ccc(NC(=O)CN2CCCN(Cc3cccc(Cl)c3)S2(=O)=O)cc1,12%,13%,-3%,3%,18%,-1%,3%,-14%,16%

These rows are one share of the data (hit frequency here may not be typical).
